LmPK inhibitor: qHTS Assay for Inhibitors of Leishmania Mexicana Pyruvate Kinase (LmPK). hit rate 0.37% among 290,000. Q27686. Potency, µM (highest dose often 57.5 µM), for the others: at the top dose activity change, negative = inhibition, hits mostly inhibitors. purified LmPK, Kinase-Glo ATP luminescence, 1 h. AID 1721, 2009
Target sequence (Q27686 whole entry, looked up): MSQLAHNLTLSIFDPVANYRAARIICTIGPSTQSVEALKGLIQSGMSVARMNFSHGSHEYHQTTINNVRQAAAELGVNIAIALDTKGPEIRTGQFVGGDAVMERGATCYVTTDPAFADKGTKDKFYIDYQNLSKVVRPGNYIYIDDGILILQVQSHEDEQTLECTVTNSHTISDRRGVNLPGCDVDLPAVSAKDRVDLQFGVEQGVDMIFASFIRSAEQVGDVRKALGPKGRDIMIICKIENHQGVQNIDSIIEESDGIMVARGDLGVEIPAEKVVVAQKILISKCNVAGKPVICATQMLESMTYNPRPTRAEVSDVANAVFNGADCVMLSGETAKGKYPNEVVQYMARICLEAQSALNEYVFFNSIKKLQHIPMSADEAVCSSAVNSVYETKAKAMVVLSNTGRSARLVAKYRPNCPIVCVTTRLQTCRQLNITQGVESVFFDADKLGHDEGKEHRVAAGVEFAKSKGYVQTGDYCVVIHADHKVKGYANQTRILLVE
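0.1 nM LmPK, 0.5 mM PEP, 0.1 mM ADP; 50 mM imidazole pH 7.2, 7 mM MgCl2, 50 mM KCl; 1 h RT. Kinase-Glo luminescence readout, normalized to no-enzyme (full inhibition) and uninhibited wells.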
HCV inhibitor: qHTS Assay for Inhibitors of Hepatitis C Virus (HCV); AID 651820, 2012; hit rate 3.4% among 340,000; Huh7.5.1 HCVcc-Cre infection, luciferase reporter, 44 h; Potency, µM (series often up to 41.8 µM), for the others: at the top dose activity change, negative = inhibition, usual class: inhibitors
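Reporter virus HCVcc-Cre (~0.5 moi) infects cells exposed to compound; seeding density 1,000 cells/well with 4 h settling beforehand. Luminescence, 15 sec read, taken 44 h post-infection following a 15 min RT substrate incubation.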
Pf growth 96h: Primary qHTS for delayed death inhibitors of the malarial parasite plastid, 96 hour incubation; hit rate 6.9% among 320,000; Potency, µM (doses to about 28.7 µM), without a hit: top-dose activity change, negative = inhibition, most hits filed as inhibitors; P. falciparum luciferase reporter growth, 96 h
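Luminescence readout: decreased luciferase signal marks inhibited growth of reporter-expressing P. falciparum in infected red cells (2% hematocrit, 0.05% parasitemia final), exposed to compound two generations (96 h, 37 C, 5% CO2).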
Sm TGR block: qHTS Assay for the Inhibitors of Schistosoma Mansoni Peroxiredoxins; purified TGR, DTNB reduction, TNB absorbance 405 nm; Potency, µM (top dose mostly 114 µM), for the others: at the highest dose activity change, negative = inhibition, most hits filed as inhibitors; hit rate 3% among 360,000; AID 485364, 2010; further: nearly all actives have a fitted effect of over 60% in size
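First, TGR (20 nM dispensed) and NADPH were mixed with compound. Second, a 15 min room-temperature incubation followed. Third, further NADPH and then DTNB were added to start the reaction. Finally, TNB absorbance was monitored kinetically.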
Pf growth 48h: Primary qHTS for delayed death inhibitors of the malarial parasite plastid, 48 hour incubation; P. falciparum luciferase growth in erythrocytes, 48 h; Potency, µM (top dose mostly 28.7 µM), for inactives: at the top dose activity change, negative = inhibition, hits mostly inhibitors; hit rate 5.9% among 310,000; AID 504832, 2011
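Erythrocytes infected with P. falciparum carrying an integrated firefly luciferase reporter (2% hematocrit, 0.1% parasitemia final) were exposed to compounds in RPMI 1640 with 0.5% Albumax at 37 C, 5% CO2. Growth inhibition was scored as reduced luminescence.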
Tb PYK inh: qHTS of Trypanosoma Brucei Inhibitors | TbPYK enzyme, Kinase-Glo Plus ATP luminescence, 45 min | Potency, µM (titrated, usually from 76.8 µM), for the others: at the highest dose activity, negative = inhibition, usual class: inhibitors | hit rate 0.12% among 410,000 | AID 624173, 2012; further: nearly all actives have a fitted effect of over 50% in size
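Activity of T. brucei pyruvate kinase was followed by Kinase-Glo Plus luminescence after the enzyme reacted 45 min at room temperature with 130 uM ADP (final) and substrate. Test compounds were added before ADP at multiple concentrations.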
Numbers without * were called inactive; ? = inconclusive; . = no result given; [ ] = another dose, or the depositor's remark. The call rests on the fitted dose curve; in most records, active means well fitted curve in the direction sought with a large enough effect; inconclusive means small, poorly fitted or top-dose-only effect, or another doubt; inactive means no such curve, though single readings can be large; an effect the other way counts as inactive or inconclusive. On the % scale 0 is the no-effect control and ±100 the full control effect; potency means the concentration at half of the fitted maximal effect.

The first 4 compounds as a preview:
SMILES	LmPK inhibitor	HCV inhibitor	Pf growth 96h	Sm TGR block	Pf growth 48h	Tb PYK inh
CCOC(=O)c1cc[nH]c1C	7%	28%	?	-8%	2%	-22%
CC(=O)N1CCN(C2=Nc3cccc4cccc2c34)CC1	4%	11µM*	.	11%[11.4 µM]	.	13%
O=C(COc1ccc([N+](=O)[O-])cc1)NCc1ccncc1	3%	-5%	?	5%	7%	6%
CCCCOc1ncnc2c1[nH]c1ccc(F)cc12	10%	2.8µM*	0%	0%	23%	-4%

The whole of this part, from the first entry:
SMILES	LmPK inhibitor	HCV inhibitor	Pf growth 96h	Sm TGR block	Pf growth 48h	Tb PYK inh
CCOC(=O)c1cc[nH]c1C	7%	28%	?	-8%	2%	-22%
CC(=O)N1CCN(C2=Nc3cccc4cccc2c34)CC1	4%	11µM*	.	11%[11.4 µM]	.	13%
O=C(COc1ccc([N+](=O)[O-])cc1)NCc1ccncc1	3%	-5%	?	5%	7%	6%
CCCCOc1ncnc2c1[nH]c1ccc(F)cc12	10%	2.8µM*	0%	0%	23%	-4%
CC(C)C(=O)N(Cc1cc2ccccc2[nH]c1=O)C(C)C	-2%	0%	10%	-8%	0%	24%
Cn1c(COc2ccccc2)nnc1SCC(=O)NNC(=O)C1CCCCC1	-2%	14%	38%[activator]	3%	13%	2%
CC(=O)NCCn1c(SCC(=O)OCc2ccccc2)nc2ccccc2c1=O	7%	7%	44%[activator]	10%	-2%	-4%
O=C(NCc1ccc(F)cc1)c1ccc(CS(=O)(=O)Cc2ccc(F)cc2)o1	-1%	-25%	23%	-18%	19%	2%
CCCNC(=O)CCc1nnc2ccc(N3CCC(C)CC3)nn12	1%	-13%	-1%	5%	9%	-8%
CN1C(=O)N(CC(=O)Nc2nccs2)C(=O)C12CCCCC2	.	3%	37%[activator]	0%	33%	-5%
O=C(NCCc1ccc(Cl)cc1)c1ccc(S(=O)(=O)N2CCCC2)cc1	.	?	?	2%	?	-1%
Fc1cc(Cl)ccc1NC(=S)NCCN1CCOCC1	1%	9%	-20%	.	-6%	-3%
Cc1ccc(S(=O)(=O)/N=C(/NC(=S)Nc2c(C)n(C)n(-c3ccccc3)c2=O)c2ccccc2)cc1	1%	-2%	7%	-1%	6%	3%
CC1CCCC(C)N1CCCNC(=O)c1ccc2c(c1)NC(=O)c1ccccc1S2 (centres undefined)	1%	?	?	0%	4.1µM*	-6%
Cc1csc(NC(=O)CSc2ccc3nnc(CCNS(=O)(=O)c4ccccc4)n3n2)n1	0%	0%	33%[activator]	-18%	20%	-11%
Clc1ccc(Nc2ccc(NCc3ccccc3)nn2)cc1	2%	?	1.9µM*	-9%	4.7µM*	5%
COc1ccc(S(=O)(=O)Nc2ccc(S(=O)(=O)N3CCCCC3)cc2)cc1C	5%	35µM*	?	6%	?	-3%
O=C(Oc1ccccc1C(=S)N1CCCCC1)c1cc([N+](=O)[O-])cc([N+](=O)[O-])c1	5%	13%	-13%	-24%	-15%	-21%
COc1cc2c(cc1OC)C(c1cc(Br)ccc1F)N(C(=O)CCl)CC2 (centres undefined)	0%	?	?	0.79µM*	8.3µM*	4%
COc1ccc(N2CCC(N3CCN(C)C(CCO)C3)CC2)cc1 (centres undefined)	0%	2%	15µM*	-29%	10%	-5%
COc1ccc(NC(=S)Nc2ccccc2Cl)cn1	1%	3%	31%[activator]	20µM*	-5%[5.75 µM]	-4%
COc1cc(N(C)C)c([N+](=O)[O-])cc1C(=O)NC(C)CNc1ccc([N+](=O)[O-])cc1Cl (centres undefined)	9%	-8%	20%	-5%	?	3%
CCOC(=O)c1cc(C)n(CCc2cnc[nH]2)c1C	0%	12%	?	-4%	13µM*	-1%
Cc1ccc(NC(=O)C(C)Sc2nnc(C)n2CC2CCCO2)cc1 (centres undefined)	8%	11%	-14%	7%	2%	2%
COc1ccc(N(CC(=O)Nc2ccc3c(c2)OCCO3)S(=O)(=O)c2cccc(C)c2)cc1	.	?	22%	-1%	?	1%
The list goes on:
SMILES	LmPK inhibitor	HCV inhibitor	Pf growth 96h	Sm TGR block	Pf growth 48h	Tb PYK inh
Cc1nnc(SCc2nnc(-c3cccs3)o2)s1	-1%	34%[activator]	39%[activator]	7%	37%[activator]	-1%
CCCCCCC(O)(c1ccccc1)C(CN1CCOCC1)c1ccccc1 (centres undefined)	1%	?	3%	0%	3.3µM*	1%
C=CCN(CC=C)C(=O)C1CC(=O)N(c2ccc(Br)cc2)C1 (centres undefined)	1%	5%	.	-9%	-8%	-9%
NC(=O)C1CC(=O)N(c2ccc(OCc3ccc(Cl)cc3)cc2)C1 (centres undefined)	5%	0%	-61%	-4%	166%[activator]	-30%
Cc1cc(=O)n(C)c(=O)n1CCCCCCN1CCCC1	-7%	14%	?	-10%	-6%	3%
COc1ccccc1C(CNC(=O)c1oc2ccccc2c1C)N1CCCC1 (centres undefined)	.	-3%	13µM*	32µM*	?	-5%
CCC(c1nnnn1Cc1ccco1)N(Cc1ccccc1OC)Cc1cc2cc(C)ccc2[nH]c1=O (centres undefined)	8%	-8%	?	-21%	1.5µM*	-6%
CC(=O)C1=NN(c2ccccc2)C2(S1)S/C(=C\c1ccccc1)C(=O)N2c1ccccc1 (centres undefined)	0%	?	.	-14%	12µM*	1%
Cc1ccc(Nc2nc(N)nc(CSc3ncccn3)n2)cc1	-5%	-1%	89%[activator]	-2%	.	-5%
CN(C)S(=O)(=O)c1cccc(NC(=O)CSc2nc3c(cc2C#N)C(=O)CC(C)(C)C3)c1	-3%	5µM*	?	2%	9.3µM*	-6%
CCOc1ccc(N(CC(=O)NCCSc2ccccn2)S(=O)(=O)c2ccc(Cl)cc2)cc1	-5%	?	?	-1%	?	1%
O=C1CCCN1CC#CCN1CCCC1	-7%	19%	5%	-28%	3%	-1%
N#C/C(=C1/CCCCCN1)c1nc2ccccc2[nH]1	4%	?	-9%	6%	20%	3%
CC1=C(/C=N/Nc2ccc([N+](=O)[O-])cc2[N+](=O)[O-])C(C)(C)CCC1	3%	12%	?	-15%	-7%	2%
CCN(Cc1ccccc1)C(=O)c1cc(S(=O)(=O)N2CCOCC2)ccc1N1CCCC1	.	?	2%	1%	-2%	-1%
Cc1cc(SCc2ccc(Cl)c(Cl)c2)nc(=O)[nH]1	-17%	7%	?	-2%	11%	-1%
CC1CCN(S(=O)(=O)c2ccc3c(c2)CCN3C(=O)C2CCC2)CC1	-2%	-16%	?	-2%	-24%	0%
CCN(CC)CCn1c(/N=C/c2cc(Br)ccc2O)nc2ccccc21	-12%	8%	?	-23%	-14%	0%
Cc1cccc(C(=O)NNC(=S)NC(=O)c2cccs2)c1	12%	-9%	12µM*	-2%	-4%	-4%
O=C1NC(=S)NC(=O)C1C/C=C/c1ccccc1	2%	25%	16%	?	.	?
COc1ccc(S(=O)(=O)c2ccc(OC)c(OC)c2)cc1OC	-1%	-6%	-11%	-11%	-6%	-3%
C/C=C(\C)C(=O)OC1c2c(ccc3ccc(=O)oc23)OC(C)(C)C1OC(C)=O (centres undefined)	7%	-9%	?	-25%	8.3µM*	-13%
CSCCC(=O)N(C)CC1CCN(CCc2cccc(C(F)(F)F)c2)CC1	3%	-21%	4.1µM*	-20%	8%	0%
Cc1nc2cc(C(=O)OCC(=O)NC(C)C(C)C)ccc2n1-c1ccccc1 (centres undefined)	6%	-1%	?	1%	-24%	-6%
Cc1cc(F)c(F)c(C(=O)N2CCCCC2C)c1Cl (centres undefined)	-6%	-16%	-4%	-1%	36%[activator]	-6%

Part of the list above, showing only LmPK inhibitor:
smiles	LmPK inhibitor
C=CCN(CC=C)C(=O)C1CC(=O)N(c2ccc(Br)cc2)C1 (centres undefined)	1%
NC(=O)C1CC(=O)N(c2ccc(OCc3ccc(Cl)cc3)cc2)C1 (centres undefined)	5%
Cc1cc(=O)n(C)c(=O)n1CCCCCCN1CCCC1	-7%

Pulled one by one from the entries so far, two records:
SMILES	LmPK inhibitor	HCV inhibitor	Pf growth 96h	Sm TGR block	Pf growth 48h	Tb PYK inh
O=C1NC(=S)NC(=O)C1C/C=C/c1ccccc1	2%	25%	16%	?	.	?
Cc1cccc(C(=O)NNC(=S)NC(=O)c2cccs2)c1	12%	-9%	12µM*	-2%	-4%	-4%

(list continues)
SMILES	LmPK inhibitor	HCV inhibitor	Pf growth 96h	Sm TGR block	Pf growth 48h	Tb PYK inh
Cc1nc(NC(=O)c2ccccc2)sc1-c1csc(NCc2ccccc2)n1	-1%	?	.	0%	?	3%
O=C(COc1ccc(Cl)cc1)NCC(=O)N/N=C/c1cccs1	-3%	9%	-8%	-3%	0%	-8%
CCOC(=O)N1CCN(C(=O)C(CC)c2ccccc2)CC1 (centres undefined)	5%	36%[activator]	12%	-1%	2%	-2%
Cc1cc(C)c(C(=O)N2CCCC(C(=O)c3cc(F)ccc3F)C2)o1 (centres undefined)	6%	-7%	?	-17%	-7%	4%
COc1ccccc1[C@@H]1C(c2cccc(C)c2)=NN(c2ccccc2)[C@H]1C(=O)N1CCOC1=O	1%	3%	10µM*	-8%	13µM*	0%
CCOC(=O)c1sc(NC(=O)c2ccco2)nc1C	-4%	?	?	-30%	41%[activator]	-2%
COC(=O)C1=C(CS(=O)(=O)c2ccc(OC)c(OC)c2)NC(=O)NC1c1ccc(O)c(OC)c1 (centres undefined)	3%	2%	32%[activator]	5%	32%[activator]	1%
CC1CCc2c(nc3ncnn3c2Nc2ccc(OC(F)(F)F)cc2)C1 (centres undefined)	5%	-7%	-35%	?	?	6%
COc1ccccc1CN1CCN(Cc2nc(Cc3ccccc3)no2)CC1	2%	-16%	12µM*	.	?	-17%
CCn1c(=O)c(C(=O)CN2CCc3ccccc32)c(N)n(Cc2ccccc2)c1=O	5%	-7%	?	-2%	?	0%
O=C(Nc1ccc(Cl)cc1F)c1ccccc1Br	-5%	-10%	31%[activator]	-9%	263%[activator]	-6%
CC(=O)NC(CC(=O)OCC(=O)c1ccc(NC(=O)CC(C)C)cc1)c1ccccc1 (centres undefined)	.	-14%	-11%	-1%	?	2%
CCN(CC)c1ccc(C(=S)NCc2ccccc2)cc1	3%	-8%	?	-9%	-12%	-20%
CCN1CCN(CCNC(=O)c2ccc(/C=C3/Sc4ccccc4N(Cc4ccccc4C)C3=O)cc2)CC1	0%	6.3µM*	15%	3%	12µM*	0%
CCOC(=O)N1CCN(C(=O)c2c(O)c3cccc4c3n(c2=O)CC4)CC1	4%	19%	?	3%	2%	-6%
CNC(=O)CSc1nnc(-c2ccncc2)n1Cc1ccccc1	-5%	4%	?	3%	15%	-2%
CCOc1ccc2nc(SCC3CC3(Cl)Cl)[nH]c2c1 (centres undefined)	-1%	?	209%[activator]	15%	187%[activator]	1%
CC(NC(=O)c1cc(Br)cs1)C1CCCO1 (centres undefined)	3%	-12%	13µM*	0%	71%[activator]	-2%
CC(=O)N1CCc2cc3nc(C)cc(C)c3cc21	-1%	16%	37%[activator]	8%	26%	7%
Cc1ccc(S(=O)(=O)NCC(=O)N2CCCC2)cc1	-9%	3%	?	-3%	.	5%
O=C(Cc1ccccc1)Nc1cccc(C(=O)O)c1O	4%	17%	-4%	-1%	20%	1%
O=C(NCc1ccccc1)Nc1cccn(Cc2cccc(F)c2)c1=O	2%	?	?	-8%	11%	2%
